From PubChem
D2 antag = D2 dopamine receptor (human) antagonism; P14416; HEK293 TREx D2 cells, calcium flux, dopamine EC80; inhibition, % at 10 µM; 2% of 340,000 active; AID 485344; in the data active means inhibition above about 30%; further: 0% is about no effect
Target sequence (P14416 whole entry, looked up): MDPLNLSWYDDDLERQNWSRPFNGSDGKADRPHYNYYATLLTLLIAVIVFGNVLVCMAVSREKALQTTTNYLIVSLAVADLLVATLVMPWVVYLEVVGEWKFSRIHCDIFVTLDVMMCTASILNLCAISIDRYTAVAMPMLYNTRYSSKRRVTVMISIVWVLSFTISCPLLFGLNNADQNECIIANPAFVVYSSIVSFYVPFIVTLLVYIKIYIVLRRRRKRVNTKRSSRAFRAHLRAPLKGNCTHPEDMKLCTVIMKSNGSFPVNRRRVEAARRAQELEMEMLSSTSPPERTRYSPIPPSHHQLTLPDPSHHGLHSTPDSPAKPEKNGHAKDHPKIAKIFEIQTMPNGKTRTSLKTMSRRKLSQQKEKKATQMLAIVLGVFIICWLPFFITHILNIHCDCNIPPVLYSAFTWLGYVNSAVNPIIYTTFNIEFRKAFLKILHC
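Tetracycline-induced HEK293 TREx cells expressing D2 receptor forced-coupled to calcium signalling, loaded with no-wash calcium dye. Compounds added and calcium flux read 180 s, then dopamine added at EC80 and read a further 180 s.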
ERG Ets-DNA blk = blocks human ERG Ets domain binding to DNA; fluorescence polarization, His-ERG Ets domain / labelled DNA; Potency, µM (series often up to 76.9 µM), for inactives: at the top dose FP activity, negative = inhibition, usual class: inhibitors; 0.028% of 370,000 active; AID 624246; active means well fitted inhibition curve with a large enough effect in the polarisation, with a control signal flat; inconclusive means small, poorly fitted or top-dose-only effect, or effect the other way, or a change in a side signal; inactive means no such curve, though single readings can be large or run the other way; the % refers to the polarisation;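 further: polarization taken with two DNA probes labelled with fluorescein and Texas red; potency means the concentration at half of the fitted maximal effect; % of control where 0% means no effect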
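His-tagged ERG Ets domain (1 uM in the protein solution; 300mM KCl, 50mM Tris-HCl, 1mM EDTA, 1mM DTT, pH 7.5) received compound, then a probe mix of 5 nM fluorescein-DNA and 100nM Texas-615-DNA. Fluorescence polarization was read for both dyes.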
Vif-APOBEC3F blk = inhibitors of Vif-A3F interaction | 0.2% of 390,000 active | HeLa A3F-eYFP + Vif (tagged APOBEC3F with the HIV-1 protein that degrades it), YFP fluorescence increase | Potency, µM (top dose mostly 46.1 µM), for inactives: at the highest dose activity, negative = active; further: potency means the concentration at half of the fitted maximal effect; % of control where 0% means no effect; nearly all actives have a fitted effect of over 65% in size
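HeLa cells stably expressing Vif plus C-terminally eYFP-tagged A3F were seeded, incubated overnight at 37 deg C, dosed with compound, incubated overnight again at 37 deg C. Yellow fluorescence (Ex 488/Em 500-530) reported blocked Vif-mediated A3F-eYFP degradation.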
Glioma ERSR ind = induces the endoplasmic reticulum stress response in human glioma cells; U87-MG GRP78 promoter luciferase reporter, 16 h; Potency, µM, for inactives: top-dose activation, actives largely listed as activators; 0.02% of 420,000 active; AID 602332; further: potency means the concentration at half of the fitted maximal effect; series mostly up to about 76 µM; % of control where 0% means no effect; nearly all actives have a fitted effect of over 35% in size
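Stably transfected U87-MG human glioma cells carrying a GRP78-based luminescent sensor were seeded at 1000 cells/well, pin-dosed with compounds and incubated 16 h. Luciferase reagent was then added, and end-point luminescence was read after 10 min at room temperature.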
ALOX12 inh = inhibitors of human 12S-lipoxygenase ALOX12 | AID 1671190 | Potency, µM (top dose mostly 108 µM), without a hit: at the top dose activity change, negative = inhibition, most hits filed as inhibitors | purified 12hLO, xylenol orange hydroperoxide absorbance | 1.1% of 580,000 active; further: potency means the concentration at half of the fitted maximal effect; on the % scale 0 is the no-effect control and ±100 the full control effect
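Purified human 12hLO (150 nM final) in 25 mM Hepes, 0.01% Triton X-100, pH 7.0 was preincubated 15 min at room temperature with compound. Then 40 uM arachidonic acid was added, 30 min. Hydroperoxide was read by Fe-XO absorbance ratio 573/405 nm.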
Vif-APOBEC3G blk = Vif-A3G binding inhibition; HeLa A3G-eYFP + Vif (tagged APOBEC3G with the HIV-1 protein that degrades it), YFP fluorescence, overnight; Potency, µM (doses to about 46.1 µM), inactives show at the highest dose activity, negative = active, hits mostly inhibitors; 0.076% of 410,000 active; AID 602310;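 further: potency means the concentration at half of the fitted maximal effect; on the % scale 0 is the no-effect control and ±100 the full control effect; nearly all actives have a fitted effect of over 60% in size; hits raise eYFP signal because A3G escapes Vif-driven loss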
Target sequence (Q9HC16 whole entry, looked up): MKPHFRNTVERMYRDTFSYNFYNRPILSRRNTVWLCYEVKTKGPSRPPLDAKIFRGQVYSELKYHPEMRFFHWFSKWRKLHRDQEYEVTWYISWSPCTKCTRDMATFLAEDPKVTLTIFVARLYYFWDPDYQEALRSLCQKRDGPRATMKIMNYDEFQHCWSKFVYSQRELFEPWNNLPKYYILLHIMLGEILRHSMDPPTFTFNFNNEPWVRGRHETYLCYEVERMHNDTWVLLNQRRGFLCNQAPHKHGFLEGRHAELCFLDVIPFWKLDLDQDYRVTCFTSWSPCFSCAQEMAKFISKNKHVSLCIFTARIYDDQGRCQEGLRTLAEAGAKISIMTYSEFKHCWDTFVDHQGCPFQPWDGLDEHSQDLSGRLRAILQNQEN
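Read-out is eYFP fluorescence (Ex 488/Em 500-530) from Vif-expressing HeLa A3G-eYFP cells; more signal means A3G escaped Vif-mediated degradation. Cells plated overnight, compound pinned in, incubated overnight at 37 deg C.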
RGS4 inhibitor = human RGS4 inhibition | 0.039% of 390,000 active | P49798 | AID 504845 | Transcreener GDP fluorescence polarization, RGS4-accelerated GTP hydrolysis | Potency, µM (series often up to 114 µM), without a hit: top-dose activity change, negative = inhibition, actives largely listed as inhibitors; further: potency means the concentration at half of the fitted maximal effect; on the % scale 0 is the no-effect control and ±100 the full control effect; nearly all actives have a fitted effect of over 75% in size; some results filed as inactive show a strong effect at the top dose
Target sequence (P49798 whole entry, looked up): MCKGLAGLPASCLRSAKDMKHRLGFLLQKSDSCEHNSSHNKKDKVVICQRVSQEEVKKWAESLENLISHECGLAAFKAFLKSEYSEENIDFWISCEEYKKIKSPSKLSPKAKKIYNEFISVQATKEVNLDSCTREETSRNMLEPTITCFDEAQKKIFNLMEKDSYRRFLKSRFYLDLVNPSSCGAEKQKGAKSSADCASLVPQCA
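MLSMR compounds (23 nl, pin-transferred) preincubated 10 min at room temperature with a 500nM (2x) first reagent, then RGS4 at 900nM (2x) plus Transcreener GDP mix added; fluorescence polarization (620/688 nm) read before and after 90 min at 30 °C.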
D2 agonist = agonists of human D2 dopamine receptor. P14416. HEK293 T-REx D2 cells, calcium flux agonist mode. activation, % at 2 µM. 0.53% of 340,000 active;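 active means activation over 3 SD above normal in the single-dose calcium agonist read, cut at about 30% in these data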; further: 0% is about no effect
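Agonism is scored from calcium flux in a force-coupled, inducible HEK293 cell line expressing D2, read kinetically for 180 s after compound addition against dopamine controls.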
LDHA inh = LDHA (human) enzyme inhibition; 0.15% of 480,000 active; P00338; activity change, % (values are at about 110 or 230 µM); purified LDHA, NADH/diaphorase-resazurin fluorescence; active compounds read low; in the data active means activity change below about -30%; inconclusive means mostly about -25% to -30%;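 further: plate controls were DMSO wells for no effect and wells without enzyme for full effect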
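Enzyme activity of human lactate dehydrogenase 5 (2 nM; 0.06 mM NADH, 0.2 mM pyruvate, 5 min, RT) is measured via a resazurin/diaphorase fluorescence readout of residual NADH.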
* marks the source's active call; other numbers are inactive results; u = inconclusive; x = not tested or not shown; [ ] = remark or other dose. Unless noted, the call rests on the fitted dose curve; in most records, active means well fitted curve in the direction sought with a large enough effect; inconclusive means small, poorly fitted or top-dose-only effect, or another doubt; inactive means no such curve, though single readings can be large; an effect the other way counts as inactive or inconclusive. Some of the compounds tested, so the mix of outcomes need not match the whole.

SMILES	D2 antag	ERG Ets-DNA blk	Vif-APOBEC3F blk	Glioma ERSR ind	ALOX12 inh	Vif-APOBEC3G blk	RGS4 inhibitor	D2 agonist	LDHA inh
COc1ccc2c(c1)[nH]c1c(=O)n(CCC3=CCCCC3)cnc12	11	-9%	-16%	5%	4%	1%	44%	-0.2	-9
COC(=O)Cn1cnc2sc(C)c(S(=O)(=O)N3CCC(C)CC3)c2c1=O	24	-11%	x	-5%	363%[activator][57.4 µM]	-1%	-13%	-0.9	-4
Oc1cccc(/C=N/NC(=S)Nc2cccnc2)c1O	7	12%	6%	1%	45µM*	-8%	-36%	-0.1	18
Cc1ccc(-c2csc(-c3ccncc3)n2)cc1	-10	-17%	3%	3%	2%	0%	-18%	-1.1	-7
O=[N+]([O-])c1ccc(-n2ccnc2)cc1	-5	-4%	3%	-1%	-4%	0%	8%	1.0	-9
O=C(Nc1ccc([N+](=O)[O-])cc1)Nc1ccc(OC(F)F)c(Cl)c1	-4	21%	1%	-13%	-12%	-4%	18%	4.6	-10
CCOC(=O)c1c(NC(=O)CSc2nnnn2-c2ccccc2)sc2c1CC(C)(C)NC2(C)C	-1	17%	-10%	5%	x	0%	7%	-0.2	0
CC12CCC3c4ccc(O)cc4CCC3C1CC(O)C2O (configuration not stated)	-3	14%	-3%	-3%	-11%	1%	1%	-0.4	-1
CCOC(=O)N1CCN(C(=O)c2cc(C)no2)CC1	21	2%	-8%	-3%	8%[57.4 µM]	2%	20%	0.3	-5
COC(=O)c1cc(=O)nc2sc(-c3ccccc3)nn12	x	5%	-19%	2%	1%	0%	-17%	x	-4
O=C(Oc1ccc[nH]c1=O)c1ccccc1	x	x	-1%	-2%	-8%	0%	x	x	10
CCOc1ccc(NC(=O)CN2C(=O)CSc3ccc(S(=O)(=O)N4CCOCC4)cc32)cc1	x	-6%	0%	-6%	10%	-1%	-23%[56.9 µM]	x	2
O=C(COc1ccc(F)cc1Br)NCCCN1CCCC1=O	x	1%	4%	-2%	-1%	0%	12%	x	-10
NNC(=O)c1cc(Cl)ccc1Cl	3	17%	-18%	-5%	-5%	-15%	0%	-0.2	-6
COc1ccc(C2CCCCCN2Cc2nc3ccccc3c(=O)n2CC(N)=O)cc1 (configuration not stated)	-25	9%	1%	2%	18%	0%	10%	0.0	-4

2 entries picked at random from those above:
SMILES	D2 antag	ERG Ets-DNA blk	Vif-APOBEC3F blk	Glioma ERSR ind	ALOX12 inh	Vif-APOBEC3G blk	RGS4 inhibitor	D2 agonist	LDHA inh
O=C(COc1ccc(F)cc1Br)NCCCN1CCCC1=O	x	1%	4%	-2%	-1%	0%	12%	x	-10
CCOC(=O)N1CCN(C(=O)c2cc(C)no2)CC1	21	2%	-8%	-3%	8%[57.4 µM]	2%	20%	0.3	-5

New compounds follow
SMILES	D2 antag	ERG Ets-DNA blk	Vif-APOBEC3F blk	Glioma ERSR ind	ALOX12 inh	Vif-APOBEC3G blk	RGS4 inhibitor	D2 agonist	LDHA inh
Cc1cccc(NC(=O)CSc2n[nH]c(-c3ccncc3)n2)c1	20	-19%	-3%	-3%	-13%	1%	-11%	0.6	0
COCCCNC(=O)C1CCN(S(=O)(=O)c2c(C)noc2/C=C\c2ccc(OC)cc2)CC1	9	0%	2%	-1%	-19%	3%	-12%	0.9	0
COc1cccc(-c2cnc(C(O)c3ccc(-c4ccccc4)cc3)[nH]2)c1 (configuration not stated)	x	x	x	-2%	-1%	-6%	x	x	-5
COc1cccc(CN2CCN(C3CCN(c4ccccc4C)CC3)CC2CCO)c1 (configuration not stated)	27	-8%	-6%	-5%	-4%	2%	-5%	60*	0
Cc1cc(C)c(NC(=O)/C(C#N)=C/c2ccc(OCc3ccc(F)cc3)cc2)c(C)c1	-1	0%	-13%	0%	13%	-2%	-2%	1.1	-1
Cc1nnsc1SCCNC(=O)c1c(F)cccc1F	-3	11%	-10%	-2%	0%	1%	12%	0.6	-10
CN1CCN(S(=O)(=O)c2ccc(N(C)Cc3ccc(OC(F)F)cc3)c([N+](=O)[O-])c2)CC1	0	4%	2%	-2%	u	3%	-8%	1.5	-4
O=C(NCc1ccc2c(c1)OCO2)c1ccc2c(=O)n(C3CCCC3)c(=O)[nH]c2c1	8	8%	-11%	-3%	0%	-24%	36%	-0.2	-15
Cc1cc(OC(=O)c2c(Cl)cccc2Cl)nc(C)n1	-17	2%	-9%	1%	0%	-1%	15%	-0.6	-6
COc1ccccc1OCC(=O)Nc1sc2c(c1C(N)=O)CCC2	x	22%	4%	2%	-4%	0%	-12%	x	0
CC1=C(C(=O)OCc2ccc3c(c2)OCO3)C(c2ccc(F)cc2)NC(=O)N1 (configuration not stated)	-21	-2%	1%	-5%	-6%	-3%	17%	-0.8	4
OCc1nc2ccccc2n1Cc1ccc(Cl)cc1	12	2%	0%	0%	9%	-3%	-10%	0.7	-1
CCOP(=O)(Nc1cccc2oc(=O)c3ccccc3c12)OCC	x	x	-2%	0%	2%	-5%	-15%	x	-20
NS(=O)(=O)c1cccc(NC(=O)CSc2nnc(-c3ccncc3)n2C2CC2)c1	x	2%	3%	-3%	0%	-7%	-16%	x	2
O=C(C1CCC(CNS(=O)(=O)c2ccc(F)cc2)CC1)N1CCOCC1 (configuration not stated)	-10	-1%	1%	1%	-13%	-2%	0%	-0.4	-4
Nc1cc(N2CCOCC2)c(Cl)cc1[N+](=O)[O-]	-3	-7%	-11%	-6%	-5%	-9%	29%	2.8	-7
COc1ccc(CN2CCC(n3nccc3NC(=O)C3CC3)CC2)c(OC)c1OC	-13	2%	2%	-5%	-1%	-1%	-8%[56.9 µM]	-0.1	0
Cc1occc1C(=O)NNC(=S)Nc1ccccc1	15	3%	-5%	5%	9%	1%	0%	-0.8	-7
Cc1ccc(C)c(N(CC(=O)NCC2CCCO2)C(=O)CCC(=O)Nc2nccs2)c1 (configuration not stated)	2	-3%	-1%	-1%	1%	0%	13%	-0.5	1
O=C1c2ccccc2C2(c3ccc(F)cc3)NCCN12 (configuration not stated)	-6	9%	-22%	-2%	-8%	0%	-19%	-0.4	3
O=C(O)c1ccccc1-c1ccccc1C(=O)Nc1ccc(-c2nc3cc(Cl)ccc3o2)cc1	6	-4%	-13%	16%	45µM*	-16%	1%	-0.1	-10
COc1cnn(Cc2ccccc2)c(=O)c1SCc1ccccc1	-14	-6%	u	-3%	-11%	0%	9%	0.0	-4
O=C(c1ccc2c(=O)n3c(nc2c1)CCCCC3)N1CCN(c2ccc([N+](=O)[O-])cc2)CC1	25	-6%	6%	-5%	-13%	0%	-50%[56.9 µM]	-0.2	0
Cc1ccc(NC(=O)N2CCC(O)(c3ccc(Cl)cc3)CC2)cc1	-4	0%	4%	-2%	-11%	1%	-22%[56.9 µM]	0.4	-3
COc1ccc(OC)c(CCNc2ncnc3onc(-c4ccc(Cl)cc4)c23)c1	x	0%	8%	-4%	-8%	-3%	-2%	-2.4	3
CS(=O)(=O)N1CCC(C(=O)Nc2cccc(C(F)(F)F)c2)CC1	8	3%	-11%	-1%	-21%	-1%	2%	-0.2	0
Cc1ccc(O)c(C(=O)c2cnc3c(c2)CN(C)C(=O)N3)c1	-7	3%	u	0%	-10%	u	-6%	0.1	-6
COC(=O)c1ccc(NC(=O)CN2C(=O)c3ccccc3S2(=O)=O)cc1	x	-6%	u	-6%	1%	0%	33%	x	-6
CCOC(=O)N1CCN(C(=O)C(=O)Nc2ccc3nc4n(c(=O)c3c2)CCCCC4)CC1	1	16%	-4%	-3%	31%[57.4 µM]	6%	24%	0.6	-3
Cc1ccc(C(=O)Nc2ncc(C)s2)s1	-21	7%	-3%	-9%	6%	-1%	-7%	2.0	-2
CC1(C(=O)Nc2cccc(NS(C)(=O)=O)c2)Cc2c(-c3cccc(C(N)=O)c3)ccnc2O1 (configuration not stated)	x	x	x	-6%	u	-1%	x	x	-13
O=C(NCCc1c[nH]c2ccccc12)C1CCN(c2nnc(N3CCCC3=O)s2)CC1	x	1%	3%	0%	1%	-3%	14%	x	4
O=C(CP(=O)(c1ccccc1)c1ccccc1)N1CCOCC1	-12	2%	-6%	-2%	0%	-8%	18%	0.6	-6
COC(=O)/C=C1/N/C(=N\c2nc(C)cc(C)n2)N(c2ccc(C)c(C)c2)C1=O	11	0%	-11%	-6%	u	-11%	11%	-0.6	-4
CC1CCN(Cc2cnc(Cl)s2)CC1	-13	-17%	0%	1%	0%	0%	5%[11.4 µM]	1.5	-4
COc1ccccc1NC(=O)CSc1nnc(-c2ccoc2C)n1C	-12	-2%	0%	-2%	1%	-1%	-3%	-0.1	-16
COc1ccccc1C1(CC(=O)Nc2nccs2)CCOC(C(C)C)C1 (configuration not stated)	8	-10%	-2%	-1%	0%	0%	3%	-0.1	-1
Cc1c(C(=O)N/N=C/c2cccnc2)nnn1-c1nonc1N	-6	-4%	3%	0%	-12%	-11%	2%	-2.6	-13
CCOC(=O)c1cn(CC)c2ccc(S(=O)(=O)N3CCC(C)CC3)cc2c1=O	19	-12%	5%	-4%	-8%	1%	-10%	0.3	5
CN(Cc1ccc(OC(F)F)cc1)C(=O)/C=C/c1ccc(S(=O)(=O)N2CCOCC2)cc1	x	-8%	2%	-3%	46%	3%	-27%	x	-1
CC(=O)N(CCN(C)C)c1nc2cc3c(cc2s1)OCCO3	4	7%	9%	-5%	u	0%	24%	0.1	0
